Screening data from PubChem.
Gli-Sufu block = Gli-Sufu pathway antagonism | inhibition, % at 5 µM | actives 0.74% (n = 340,000) | Sufu-KO-LIGHT fibroblasts, Gli luciferase reporter luminescence;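 active = inhibition above about 55%, limit read from the data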;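 note: 0% = DMSO-treated cells and 100% = wells with medium but no cells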
CXCR6 block = blocks human CXCR6 beta-arrestin recruitment; O00574; inhibition, % at 20 µM; CHO-K1 PathHunter CXCR6 beta-arrestin, luminescence; actives 0.36% (n = 360,000); in the data active = inhibition above about 34%, passing the limit was not always enough;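 note: antagonist mode with CXCL16 agonist at 10 nM final; 0% = 10 nM CXCL16 with DMSO and 100% = unstimulated wells without agonist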
EBI2 antag = blocks human EBI2 receptor beta-arrestin signaling. inhibition, % at 5 µM. EBI2 beta-arrestin recruitment, luminescence, 7a,25-OHC stimulated. AID 651636. actives 0.81% (n = 360,000). P32249; in the data active = inhibition above about 38%;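 note: enzyme fragment complementation signal reports receptor beta-arrestin coupling in cells; 0% = agonist plus DMSO wells and 100% = wells without agonist; some results beyond the cut were filed as inactive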
Target sequence (P32249 whole entry, looked up, the tested form may be a part): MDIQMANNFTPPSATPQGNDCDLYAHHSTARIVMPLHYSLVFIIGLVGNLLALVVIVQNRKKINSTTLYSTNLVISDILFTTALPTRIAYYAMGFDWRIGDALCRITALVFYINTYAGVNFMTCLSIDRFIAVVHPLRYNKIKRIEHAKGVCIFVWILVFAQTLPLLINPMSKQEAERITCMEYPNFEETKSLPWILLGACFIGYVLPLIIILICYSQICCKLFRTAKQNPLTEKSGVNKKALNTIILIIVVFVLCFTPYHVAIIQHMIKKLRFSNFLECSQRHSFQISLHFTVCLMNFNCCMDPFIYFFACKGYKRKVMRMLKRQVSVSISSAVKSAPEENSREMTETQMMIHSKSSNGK
APJ antagonist = antagonists of human APJ apelin receptor; P35414; CHO-K1 APJ beta-arrestin complementation, luminescence; inhibition, % at 20 µM; actives 0.32% (n = 330,000); AID 2521;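 active = inhibition above about 40% at 20 µM, limit read from the data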;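 note: cells challenged with 10 nM apelin-13 agonist together with compound; plate controls were apelin-13 plus DMSO wells for no effect and DMSO wells lacking apelin-13 for full effect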
Target sequence (P35414 whole entry, looked up): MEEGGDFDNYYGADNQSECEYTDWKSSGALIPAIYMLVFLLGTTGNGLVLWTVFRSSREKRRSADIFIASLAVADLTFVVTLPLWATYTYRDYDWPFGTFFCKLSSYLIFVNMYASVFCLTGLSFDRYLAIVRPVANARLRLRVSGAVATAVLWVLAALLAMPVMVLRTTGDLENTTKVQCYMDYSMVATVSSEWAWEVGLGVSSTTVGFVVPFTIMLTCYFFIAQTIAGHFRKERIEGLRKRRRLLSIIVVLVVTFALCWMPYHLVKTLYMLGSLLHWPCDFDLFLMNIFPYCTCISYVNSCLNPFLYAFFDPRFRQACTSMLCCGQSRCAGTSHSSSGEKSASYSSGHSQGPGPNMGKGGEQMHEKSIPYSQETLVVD
Jurkat NFkB inh = inhibitors of the PMA/ionomycin-induced NF-kB reporter in Jurkat cells; actives 0.53% (n = 330,000); AID 435003; PMA/ionomycin-induced NF-kB luciferase reporter, luminescence; inhibition, % at 4 µM; in the data active = inhibition above about 50%
CCR6 antag = CCR6 (human) receptor antagonism; CHO-K1 CCR6 PathHunter beta-arrestin, luminescence, CCL20-stimulated; inhibition, % at 20 µM; actives 0.49% (n = 340,000);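 active = compounds whose inhibition of the agonist-driven luminescence signal at 20 µM reaches about 50%, limit read from the data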;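 note: cells stimulated with CCL20 at 14 nM final; plate controls were DMSO with CCL20 for no effect and DMSO without agonist for full effect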
697 NFkB inh = inhibitors of the PMA/ionomycin-induced NF-kB reporter in 697 B cells. 697 B-cell NF-kB luciferase reporter, 16 h. inhibition, % at 4 µM. AID 435022. actives 0.33% (n = 330,000); in the data active = inhibition above about 35%
UBC13 inh = human UBC13 polyubiquitination inhibition; UBC13 polyubiquitin chain formation, TR-FRET; inhibition, % at 20 µM; actives 0.47% (n = 330,000); in the data active = inhibition above about 45%, passing the limit was not always enough
Target sequence (P61088 whole entry, looked up): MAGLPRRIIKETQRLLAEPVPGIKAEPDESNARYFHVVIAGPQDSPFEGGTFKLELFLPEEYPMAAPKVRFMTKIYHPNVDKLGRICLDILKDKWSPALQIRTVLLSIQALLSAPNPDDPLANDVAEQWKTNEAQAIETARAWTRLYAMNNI
* marks the source's active call; other numbers are inactive results; nt = not tested or not shown.

SMILES	Gli-Sufu block	CXCR6 block	EBI2 antag	APJ antagonist	Jurkat NFkB inh	CCR6 antag	697 NFkB inh	UBC13 inh
CCCOc1ccc2c(=O)c(N3C(=O)c4ccccc4C3=O)c(C)oc2c1	-2	4	5	11	3	10	15	9
O=C(CCN1C(=O)c2ccccc2C1=O)N1CCOCC1	-9	4	2	4	-5	-8	-3	4
CCOc1ccccc1N1CCN(Cc2c(C)n(C)n(-c3ccccc3)c2=O)CC1	5	12	-8	-1	-7	-1	22	18
CCOc1cc2c(C#N)c(N(CC)CC)nc(N)c2c(N)n1	-3	-7	23	-115	17	9	-6	-15
CCN(CC)S(=O)(=O)c1cc(NC(=O)CCCOc2ccc(C(C)=O)cc2)ccc1C	9	-10	-10	7	12	4	-34	7
O=C(NC1CC1)C(Cc1ccccc1)NS(=O)(=O)c1ccccc1F (centres undefined)	-24	3	3	8	-5	7	-6	-6
O=C(/C=C/c1ccc(Cl)cc1Cl)N(Cc1ccc(Cl)cc1)C1CCS(=O)(=O)C1 (centres undefined)	9	-6	21	6	-2	14	-25	9
S=C1NC2(CCCC2)N=C1c1ccccc1	-5	-4	1	1	14	5	1	8
COC(=O)C1C2C=CC3(CN(c4cccc(Cl)c4)C(=O)C13)O2 (centres undefined)	-1	-4	-3	21	11	7	18	6
CC(OC(=O)C1CC2CCCC(C1)C2=O)C(=O)Nc1cccc([N+](=O)[O-])c1 (centres undefined)	-6	-4	-4	-3	-12	6	-30	-7
CC(C)OC(=O)/C(=C\c1cccc2ccccc12)NC(=O)c1ccccc1	1	-5	-4	15	-18	8	-23	-16
COc1cc(NC(=O)C2CCN(S(=O)(=O)c3cccnc3)CC2)cc(OC)c1OC	0	-1	-7	8	0	-5	-10	-4
O=C(Oc1ccc2c(c1)CCC2)N1CCOCC1	-48	-2	-3	-26	-25	4	-10	9
CCN(C(=O)Nc1ccccc1OC)c1c(N)n(Cc2ccccc2)c(=O)[nH]c1=O	-12	2	-3	1	8	0	6	4
COc1cc(-c2cc(C(=O)Nc3ccncc3)c3ccccc3n2)cc(OC)c1OC	-3	-6	-29	-19	-9	-3	24	35
O=C(NC(Cc1ccccc1)C(=O)O)/C(=C/c1ccccc1)NC(=O)c1ccccc1 (centres undefined)	2	-5	-10	19	-7	-2	-5	-6
CC1CCCCN1C(=O)c1cc(S(=O)(=O)N2CCOCC2)ccc1Cl (centres undefined)	-3	-1	-2	17	6	-4	13	-3
CC(=O)c1c(-c2ccc(C)cc2)nc2c3ccccc3ccn12	11	21	11	13	11	7	-24	12
CCCCNC(=S)Nc1cccc2cnccc12	6	-11	-10	-18	-5	3	-26	-10
O=C(CSc1ccccc1C(=O)N1CCCCC1)NCC1CCCCC1	-6	6	-2	-28	-9	5	2	12
C=C(C)c1cccc(C(C)(C)NC(=O)Nc2ncccn2)c1	4	5	-2	-2	4	13	-25	1
Cc1ccc(NC(=O)CNS(=O)(=O)c2ccc(F)cc2)cc1C	-3	1	-7	-1	4	12	0	6
COc1cc(NS(=O)(=O)c2ccc(N/C=C\C(=O)c3ccc(C)cc3)cc2)nc(OC)n1	3	-1	-10	10	2	-2	26	-6
CCOc1ccc(Br)cc1CN(CC)CC	-3	11	6	-4	0	12	3	2
Cn1nc(C(F)(F)F)c2cc(C(=O)Nc3ccc(Cl)cc3)sc21	24	5	5	-20	-11	-3	6	0
O=C(NC(=S)Nc1ccccc1)c1csnn1	13	18	0	21	-4	31	-32	5
CCNC(=O)C12CCC(C)(c3nc4cc(C)c(C)cc4nc31)C2(C)C (centres undefined)	-4	-3	-5	11	6	4	17	-3
Cc1cc(NCc2ccccn2)n2c(nc3ccccc32)c1C#N	-15	-15	-8	nt	nt	-7	nt	nt
ON(CCc1ccccn1)Cc1ccccc1	-14	22	-13	nt	nt	33	nt	nt
CCCCN1CC2=C(C1=O)C(c1ccc(O)cc1)NC(=O)N2C (centres undefined)	-19	6	-5	-25	1	10	13	20
O=C1CCC(c2ccc(-n3ccnc3)cc2)=NN1	-3	-10	-1	3	2	4	6	5
COc1ccc(C(=O)N[C@H]2CCCCNC2=O)cc1OC1CCN(C(C)C)CC1	3	-2	-5	4	-7	4	8	3
Cc1ccccc1SCC(=O)OCC(=O)N(C)c1c(N)n(Cc2ccccc2)c(=O)[nH]c1=O	-7	1	1	4	-5	9	3	-2
COc1ccc(-n2nc(C)cc2N)cc1	1	1	-1	15	2	-7	-5	2
Cc1ccc(Cc2c(C)nc3nc(SCC(=O)NCc4ccco4)nn3c2C)cc1	0	7	1	5	-8	10	-27	-4
Cc1ccccc1CCNC(=O)C1CC(O)CN1C(=O)Nc1ccccc1 (centres undefined)	-17	4	3	17	-9	-4	-6	-4
COC(=O)c1sccc1NC(=O)c1cc(-c2cc(C)ccc2C)nc2ccccc12	9	-4	-40	-4	8	-3	-10	6
CC(C)C(=O)NC(C)C(c1cccs1)N1CCOCC1 (centres undefined)	-2	-10	-3	4	-11	-7	1	-4
Cc1cc(C)nc(/N=C(\N)Nc2ccc(S(=O)(=O)Nc3nccc(C)n3)cc2)n1	3	-4	-12	0	17	-2	11	6
O=CN1CCN(C(=O)Cc2ccc([N+](=O)[O-])cc2)CC1	-10	0	-3	8	10	7	3	10
CCC(C)(C)NC(=O)C1CCN(c2nc(C)cc(C)n2)CC1	-5	1	3	12	3	5	-5	5
COc1ccc([N+](=O)[O-])cc1NC(=O)CSc1nc(C)cc(C)n1	2	-7	12	0	2	11	-28	-6
CCC(C)(C)NC(=O)CSc1nc(Cc2ccccc2)nc2ccccc12	-1	7	3	1	-3	21	-13	19
Cc1ccnc2c(N3C(=O)C4C5C=CC(C5)C4(C)C3=O)cccc12 (centres undefined)	0	2	-5	9	-5	5	-7	-2
O=C(NC1CC1)c1cccc(NC(=O)C2CCCC2)c1	-2	9	-4	nt	nt	0	nt	nt
COc1ccc(N2CCN(C(=O)CSc3nnc(-c4ccc5[nH]c(C)c(C)c5c4)o3)CC2)cc1	1	2	8	8	5	5	-10	-5
CC1(CCc2ccccc2)NC(=O)N(CC(=O)N2CC(=O)Nc3ccccc32)C1=O (centres undefined)	-1	4	6	12	5	6	9	-1
CC(C)=CCc1c(O)c(CC=C(C)C)c2occ(-c3ccc(O)cc3)c(=O)c2c1O	-8	-3	17	-12	-7	3	13	1
O=C(COC(=O)C(O)c1ccccc1)NC12CC3CC(CC(C3)C1)C2 (centres undefined)	15	7	-3	1	6	2	7	2
Cc1cc(NC(=O)c2ccc3nc(C)sc3c2)no1	-56	0	-15	1	-49	8	-48	3

3 compounds out of the list, sorted by molecular weight, smallest number first:
SMILES	Gli-Sufu block	CXCR6 block	EBI2 antag	APJ antagonist	Jurkat NFkB inh	CCR6 antag	697 NFkB inh	UBC13 inh
O=C(NC1CC1)c1cccc(NC(=O)C2CCCC2)c1	-2	9	-4	nt	nt	0	nt	nt
CCC(C)(C)NC(=O)C1CCN(c2nc(C)cc(C)n2)CC1	-5	1	3	12	3	5	-5	5
CC1(CCc2ccccc2)NC(=O)N(CC(=O)N2CC(=O)Nc3ccccc32)C1=O (centres undefined)	-1	4	6	12	5	6	9	-1

(further entries)
SMILES	Gli-Sufu block	CXCR6 block	EBI2 antag	APJ antagonist	Jurkat NFkB inh	CCR6 antag	697 NFkB inh	UBC13 inh
COc1ccc(C(C)=O)cc1CC(=O)NC1CCCCCC1	4	6	8	0	7	8	-1	0
CC1=CC(=Nc2c(C)n(C)n(-c3ccccc3)c2=O)C=C(C)C1=O	32	17	4	19	29	24	21	-1
Cc1c(C(=O)N2CCN(Cc3ccccc3)CC2)sc2ncnc(N3CCOCC3)c12	7	-2	8	14	5	-2	20	-1
O=C(O)CCCN1C(=O)C(=O)/C(=C(/O)c2ccc(Cl)cc2)C1c1ccccc1 (centres undefined)	3	0	6	-1	1	-1	19	3
COc1ccc(-c2ccc(-c3cc(=O)oc4c(C(C)C)ccc(C)c34)cc2)cc1	17	10	15	nt	nt	10	1	nt
O=C1C[C@@H]2CCN3C(=O)CCC[C@@H]([C@H]23)[C@@H]1Cc1ccccc1	0	-2	1	nt	nt	10	11	nt
COc1ccc(NC(=O)C2CC(=O)N/C(=N/N=C/c3ccccc3)S2)cc1 (centres undefined)	-6	1	2	12	9	7	-6	-12
O=C(NCCNS(=O)(=O)c1ccccc1)c1cc(OCC(F)(F)F)ccc1OCC(F)(F)F	2	-4	-2	-12	-19	-1	-17	-1
CCc1cccc(C)c1N=Cc1c(O)c2ccccc2oc1=O	28	7	-7	2	1	20	-4	-4
COc1ccc(NC(=O)CN2CCCCC2)cc1S(=O)(=O)N1CCCCC1	-4	0	-2	0	4	3	-6	2
CC(C)(C)c1ccc(NC(=O)Nc2ccc(OCC(=O)N3CCOCC3)cc2)cc1	-85	-1	8	2	-149	2	-123	11
CSCCC(NS(=O)(=O)c1ccc2c(c1)oc(=O)n2C)C(=O)NCc1cccs1 (centres undefined)	2	4	-4	-2	0	4	21	6
C=CCNc1nc(N2CCOCC2)c(C#N)c2c1CN(C)CC2	9	0	6	-17	-12	-7	-16	4
Cc1nn(-c2ccccc2)c(Cl)c1/C=C1\SC(=S)N(C)C1=O	-4	-3	16	-14	-7	7	-18	-11
COC(=O)Nc1ccc(SCC(=O)c2cccc([N+](=O)[O-])c2)cc1	-4	2	18	-20	2	6	6	2
COc1ccc(/C=C/c2nc3cc(-c4ccccc4)ccc3o2)cc1O	4	-5	39	-8	-6	22	0	4
CSCc1ccc(C(=O)N2CCC(CCC(=O)N(C)Cc3ccccc3)CC2)o1	-7	5	4	12	4	12	12	-4
Cc1nn(C)cc1C(C)NC(=O)c1cc(COc2cccc3cnccc23)on1 (centres undefined)	28	-14	-7	7	3	4	-44	5
NC(N)=NC(N)=Nc1ccc(SC(F)(F)F)cc1	67*	-4	-7	-2	7	-13	-30	-7
NC(=O)CN1C(=O)C2C3C=CC(C3)C2C1=O (centres undefined)	-1	-4	-5	9	6	1	-2	-5

Gathered by group, the entries above containing two or more sulfur atoms.
SMILES	Gli-Sufu block	CXCR6 block	EBI2 antag	APJ antagonist	Jurkat NFkB inh	CCR6 antag	697 NFkB inh	UBC13 inh
O=C(NC(=S)Nc1ccccc1)c1csnn1	13	18	0	21	-4	31	-32	5
CSCCC(NS(=O)(=O)c1ccc2c(c1)oc(=O)n2C)C(=O)NCc1cccs1 (centres undefined)	2	4	-4	-2	0	4	21	6
Cc1nn(-c2ccccc2)c(Cl)c1/C=C1\SC(=S)N(C)C1=O	-4	-3	16	-14	-7	7	-18	-11

Further compounds follow.
SMILES	Gli-Sufu block	CXCR6 block	EBI2 antag	APJ antagonist	Jurkat NFkB inh	CCR6 antag	697 NFkB inh	UBC13 inh
O=C1CCC(CCC(=O)N2CCCC(C(=O)c3cccc(C(F)(F)F)c3)C2)=NN1 (centres undefined)	-23	-10	-7	6	-11	13	4	2
COc1ccc(CC(=S)N2CCOCC2)cc1F	7	5	-8	10	3	-4	-3	7
Cc1ccc(NC(=O)N2CCCC2C(=O)Nc2nnc(C(C)C)s2)cc1 (centres undefined)	-44	4	-10	-2	-1	1	9	3
Cc1c(NS(=O)(=O)c2ccc3nc(COc4ccccc4Cl)[nH]c3c2)c(=O)n(-c2ccccc2)n1C	1	-2	-4	4	0	1	2	13
Cc1ccc(S(=O)(=O)N(C)CC(=O)OCC(=O)Nc2ccccc2)cc1	2	-1	1	3	0	-1	5	-2
CCCNC(=O)c1ccc2c(c1)CCN2S(C)(=O)=O	-11	1	-2	14	-6	0	8	0
N#CC[C@H](Cc1ccccc1)N1CC[C@@H](O)CCC1=O	-9	3	-2	1	-4	-6	21	2
Cc1ccccc1NC(=O)CSc1nc2cc3c(cc2cc1C)CCC3	54	5	4	7	47	-2	-33	4
CN(CC(=O)NCc1ccc(F)cc1)S(=O)(=O)c1cccc2nsnc12	-3	0	-1	11	-11	6	5	0
COc1ccccc1CNC(=O)C(NC(=O)c1ccc(C)cc1)C(C)C (centres undefined)	3	2	-11	-5	13	17	7	1
CC(=O)Nc1ccc(S(=O)(=O)N2CCC3(CC2)OCCO3)cc1	6	-4	-10	14	-6	2	0	3
Cc1cc(NC(=O)CO/N=C/c2ccc3c(c2)OCO3)ccc1Br	0	0	1	-28	10	5	9	-10
Oc1ccccc1-c1cc(C(F)(F)C(F)F)[nH]n1	-2	-11	-10	-8	-25	-8	-4	9
Cc1ccc(NC(=O)COc2ccc(/C=C3/NC(=O)NC3=O)cc2)cc1	0	-4	3	15	-9	6	6	-25
COc1cccc(NC(=S)N2CCC(NC(=O)C3CCCCC3)CC2)c1	-4	7	-5	15	17	-4	13	-2
